Bioassay records from PubChem BioAssay.
GLS inh = glutaminase GLS (human) inhibition; O94925; GLS enzymatic activity, qHTS titration; Potency, µM (series often up to 45.5 µM), for inactives: at the top dose activity change, negative = inhibition, hits mostly inhibitors; hit rate 0.21% among 410,000; AID 624170; further: on the % scale 0 is the no-effect control and ±100 the full control effect
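Two-point fluorescence kinetic (t0, 30 min RT) for hKGA; glutamate detected via glutamate oxidase–HRP–Amplex Red. Substrate: 1 mM L-glutamine solution; buffer 45 mM KH2PO4, pH 8.2.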
HP1b chromo inh = blocks HP1-beta chromodomain binding to methylated histone tails; P83916; AlphaScreen HP1-beta / biotin-H3K9me3 peptide binding; Potency, µM (doses to about 114 µM), without a hit: at the top dose activity change, negative = inhibition, hits mostly inhibitors; hit rate 0.56% among 390,000; AID 540317; further: nearly all actives have a fitted effect of over 70% in size; inactives centre near 23
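HP1-beta protein (50 nM final) preincubated 30 min at room temperature with biotinylated H3(1-18)K9me3 peptide (50 nM) in PBS pH 7.4, 0.01% Tween-20, then compound added for 30 min. AlphaScreen streptavidin donor/nickel chelate acceptor beads (10 ug/mL final), 30 min dark, luminescence read.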
Pin1 inhibitor = inhibitors of human Pin1; hit rate 0.009% among 390,000; Q13526; Potency, µM (highest dose often 115 µM), without a hit: top-dose activity, negative = inhibition, hits mostly inhibitors; Pin1 FP peptide displacement, HiFluor488, 10 min; AID 504891; active means well fitted inhibition curve with a large enough effect in the polarisation, with a control signal flat, not every such curve was filed as active; inconclusive means small, poorly fitted or top-dose-only effect, or effect the other way, or a change in a side signal; inactive means no such curve, though single readings can be large or run the other way; the % refers to the polarisation; further: on the % scale 0 is the no-effect control and ±100 the full control effect
BAZ2B block = BAZ2B (human) inhibition. Q9UIF8. AlphaScreen BAZ2B-H3K14Ac peptide displacement. Potency, µM (highest dose often 114 µM), without a hit: at the highest dose activity change, negative = inhibition, usual class: inhibitors. hit rate 4.4% among 360,000. AID 504333; further: on the % scale 0 is the no-effect control and ±100 the full control effect; nearly all actives have a fitted effect of over 60% in size
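AlphaScreen luminescence quantifies BAZ2B engagement of H3K14Ac peptide; the protein and biotinylated peptide are both at 50 nM final, buffer PBS pH 7.4 with 0.01% Tween-20, all steps at room temperature.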
Pol iota inh = inhibitors of human DNA polymerase iota; Pol iota fluorescent replication assay, 10 min; AID 588590; hit rate 1% among 390,000; Potency, µM (top dose mostly 115 µM), for inactives: at the top dose activity, negative = inhibition, most hits filed as inhibitors
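Fluorescent replication assay read twice, at 0 min and 10 min after adding 50 nM (final) substrate. Enzyme (10 nM) and compounds were first incubated 15 min at room temperature; enzyme-free buffer wells were negative controls.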
BLM inh = blocks DNA unwinding by human BLM helicase | P54132 | recombinant BLM DNA unwinding, fluorescence dequenching | Potency, µM (titrated, usually from 56.1 µM), inactives show top-dose activity change, negative = inhibition, actives largely listed as inhibitors | hit rate 0.2% among 350,000;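 further: plate controls were vehicle for no effect and no enzyme for full effect; nearly all actives have a fitted effect of over 35% in size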
G9a block = blocks human histone lysine methyltransferase G9a; G9a H3K9 monomethylation, AlphaScreen, 2 h; Potency, µM (series often up to 102 µM), inactives show at the top dose activity, negative = inhibition, hits mostly inhibitors; AID 504332; Q96KQ7; hit rate 8.8% among 350,000; further: on the % scale 0 is the no-effect control and ±100 the full control effect; nearly all actives have a fitted effect of over 75% in size
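Step 1: enzyme (final 20 nM) with compound, 15 min RT. Step 2: substrate peptide 500 nM and SAM 20 uM, 2 h RT. Step 3: anti-H3K9me1 antibody and AlphaScreen beads, 10 min, then plate read.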
JMJD2A Tudor inh = inhibitors of human JMJD2A Tudor domain; hit rate 4.4% among 390,000; Potency, µM (highest dose often 114 µM), for the others: at the top dose activity change, negative = inhibition, actives largely listed as inhibitors; AlphaScreen JMJD2A-Tudor / H3K4me3 peptide binding; further: on the % scale 0 is the no-effect control and ±100 the full control effect; nearly all actives have a fitted effect of over 50% in size
Target sequence (O75164 whole entry, looked up, the tested form may be a part): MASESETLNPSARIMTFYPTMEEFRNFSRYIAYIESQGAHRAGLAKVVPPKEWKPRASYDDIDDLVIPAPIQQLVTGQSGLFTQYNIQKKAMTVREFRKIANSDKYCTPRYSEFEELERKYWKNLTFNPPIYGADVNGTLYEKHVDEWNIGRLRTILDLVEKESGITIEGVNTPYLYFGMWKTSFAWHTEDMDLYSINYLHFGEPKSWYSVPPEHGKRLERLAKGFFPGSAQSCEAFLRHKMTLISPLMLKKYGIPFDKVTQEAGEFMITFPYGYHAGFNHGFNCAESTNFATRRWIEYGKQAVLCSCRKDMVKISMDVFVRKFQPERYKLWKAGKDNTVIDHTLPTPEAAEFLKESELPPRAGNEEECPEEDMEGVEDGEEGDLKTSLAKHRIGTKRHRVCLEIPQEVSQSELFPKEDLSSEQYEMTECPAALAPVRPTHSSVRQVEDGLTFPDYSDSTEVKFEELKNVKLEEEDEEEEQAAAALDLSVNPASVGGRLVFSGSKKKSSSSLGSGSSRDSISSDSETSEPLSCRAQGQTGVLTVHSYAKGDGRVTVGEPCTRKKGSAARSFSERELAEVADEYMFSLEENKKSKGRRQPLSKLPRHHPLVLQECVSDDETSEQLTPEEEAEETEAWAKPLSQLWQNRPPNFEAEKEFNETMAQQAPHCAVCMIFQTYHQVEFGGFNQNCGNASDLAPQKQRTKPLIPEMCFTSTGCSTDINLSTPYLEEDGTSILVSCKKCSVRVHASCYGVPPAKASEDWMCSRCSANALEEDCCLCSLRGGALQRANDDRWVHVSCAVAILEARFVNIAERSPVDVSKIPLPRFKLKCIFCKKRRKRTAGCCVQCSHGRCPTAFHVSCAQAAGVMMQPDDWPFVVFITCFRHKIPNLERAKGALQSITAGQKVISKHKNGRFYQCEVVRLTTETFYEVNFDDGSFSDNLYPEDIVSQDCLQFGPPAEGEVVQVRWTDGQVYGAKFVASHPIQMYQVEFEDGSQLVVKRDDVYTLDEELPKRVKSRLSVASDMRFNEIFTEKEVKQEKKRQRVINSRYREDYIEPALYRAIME
PGK inhibitor = T. brucei PGK inhibition; P07378; PGK/GAPDH coupled, Kinase-Glo luminescence, 60 min; Potency, µM (doses to about 57.5 µM), inactives show at the top dose activity change, negative = inhibition, actives largely listed as inhibitors; hit rate 0.043% among 380,000; AID 602233; further: on the % scale 0 is the no-effect control and ±100 the full control effect; nearly all actives have a fitted effect of over 60% in size
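Luminescent ATP detection (Kinase-Glo Plus) follows a 60-minute room-temperature incubation, with wells lacking PGK as controls. Buffer: 100 mM TEA (pH 7.6), 5 mM MgCl2, 0.01% Tween-20. Coupling enzyme GAPDH (100 nM final) supplies unstable 1,3-BPG in-well.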
The depositor's hits bear a star; i = inactive; u = inconclusive; x = no result given; & = joins results of further samples; ! = a repeat was not active; [ ] = dose if it differs, or a comment. Unless noted, the call rests on the fitted dose curve; in most records, active means well fitted curve in the direction sought with a large enough effect; inconclusive means small, poorly fitted or top-dose-only effect, or another doubt; inactive means no such curve, though single readings can be large; an effect the other way counts as inactive or inconclusive. Potency means the concentration at half of the fitted maximal effect. Some of the compounds tested, so the mix of outcomes need not match the whole.

mol,PGK inhibitor,BLM inh,BAZ2B block,Pin1 inhibitor,JMJD2A Tudor inh,GLS inh,Pol iota inh,G9a block,HP1b chromo inh
COc1ccc(CCNc2ncnc3nc[nH]c23)cc1,x,x,x,-3.0%,-2.1%,x,0.2%,x,28.7%
CCOc1ccc(C(C)=O)cc1CC(C(N)=O)C(N)=O,-7.9%,0.1%,11.9%,-0.9%,-8.8%,2.8%,-18.8%,2.1%,28.7%
C/C(=N\OC(=O)C1CC1)C1CC1c1ccc(F)cc1 (stereo not given),-0.8%,-3.1%,6.1%,-2.6%,9.9%,5.5%,-18.7%,12.8%,8.5%
Cc1ccc(S(=O)(=O)NC2CC3CCC2C3)cc1 (stereo not given),i,x,x,-8.0%,-7.6%,7.0%,63.3%[activator],x,11.5%
O=C(NCC(c1ccc2c(c1)OCO2)N1CCN(c2ccccc2)CC1)c1ccccc1F (stereo not given),i,1.2%,-5.4%,5.5%,-7.0%,-9.4%,8.8%,4.7%[59 µM],17.0%
Cc1ccc2cc(C#N)c(NCc3ccco3)nc2c1,-9.1%,-6.3%,-7.2%,11.5%,0.8%[57.1 µM],-3.6%,-6.1%,-21.7%[2.33 µM],1.2%
COc1ccc(OC)c2sc(N3CCN(C(=O)CCS(=O)(=O)c4ccc(F)cc4)CC3)nc12,-0.7%,0.4%,-32.7%,4.4%,-10.7%,1.8%,-2.0%,5.0%[59 µM],21.0%
COC(=O)Cc1c(O)ccn(Cc2cccc(C(F)(F)F)c2)c1=O,-1.1%,-2.1%,2.7%,-3.8%,-2.0%,-6.4%,58.4%[activator],3.1%,26.6%
Cc1ccc(NC(=S)Nc2cc(-c3ccccc3)[nH]n2)cc1Cl,-9.9%,-5.2%,-24.9%,-5.0%,-9.7%,8.6%,84.3%[activator],u,8.3%
Cc1ccnn1CC(=O)N/N=C/c1cn[nH]c1-c1ccccc1,-0.8%,-2.4%,-3.6%,11.4%,-9.0%,4.0%,-17.3%[58.9 µM],u,10.6%
CCOP(=O)(OCC)C(NC(=O)C(F)(F)F)c1ccccc1 (stereo not given),4.1%,-2.1%,-1.9%,-12.7%,-7.4%,10.6%,10.6%,12.6%[59 µM],15.2%
CC1=C(NCCc2ccccc2)CCC1=O,-8.4%,0.3%,4.3%,-4.7%,-5.5%,-0.1%,5.4%,-11.5%,21.0%
CCCOn1c(-n2nc(C)cc2C)nc2ccccc2c1=O,-11.1%,-3.7%,5.6%,1.5%,3.1%,0.4%,8.3%,7.8%,50.1%[activator]
COC(=O)c1ccccc1NC(=O)CSCC(=O)Nc1ccccc1OC,-5.7%,3.0%,-6.5%,0.5%,-17.2%,0.5%,22.4%,2.9%[59 µM],28.6%
CC(=O)N1c2c(cc(Br)cc2S(=O)(=O)Nc2ccc(OC(F)(F)F)cc2)CC1C (stereo not given),-4.7%,-6.8%,-12.7%,u,-16.7%,2.9%,-11.4%,-26.7%[59 µM],22.5%

Looked up above:
COC(=O)c1ccccc1NC(=O)CSCC(=O)Nc1ccccc1OC in HP1b chromo inh shows 28.6%
Cc1ccnn1CC(=O)N/N=C/c1cn[nH]c1-c1ccccc1 in BAZ2B block shows -3.6%
Cc1ccc(S(=O)(=O)NC2CC3CCC2C3)cc1 (stereo not given) in GLS inh shows 7.0%

(list continues)
mol,PGK inhibitor,BLM inh,BAZ2B block,Pin1 inhibitor,JMJD2A Tudor inh,GLS inh,Pol iota inh,G9a block,HP1b chromo inh
COc1ccc(NC(=O)CCc2c(C)nn(-c3ccc(N4CCCCC4)nn3)c2C)cc1Cl,-12.9%,-6.1%,-29.2%,2.0%,u,-8.7%,-8.0%,0.7%[59 µM],-12.2%
CCc1nnc(NS(=O)(=O)c2ccc(NC(=O)c3cccc(OC(F)(F)C(F)F)c3)cc2)s1,-0.5%,x,x,-10.7%,-21.1%,-19.0%,29.0%,x,32.6%
CCOC(=O)C1(C(F)(F)F)N=C(N(C)C)OC(N(C)C)=N1,-5.9%,-11.4%,1.3%,-6.2%,13.7%[11.4 µM],-19.3%,9.8%,-10.9%,47.6%[activator]
CCOC(=O)CSC1=C(C#N)C(c2ccccc2C)C2=C(CCCC2=O)N1 (stereo not given),-5.2%,-2.7%,-20.8%,2.1%,6.1%,13.9%,-6.3%,u,68.0%[activator]
COc1cc2c(C#N)c(N3CCCC3)nc(N)c2c(N)n1,u,u,15.1%,u,-30.2%,11.2%&1.2%,8.91µM*!,11.2%,39.2%&61.5%[activator]
CC(C)(C)C1(C)OC(C(=O)NC2CCCCC2)C(C(=O)NC2CCCCC2)O1 (stereo not given),12.1%,0.7%,-14.5%,-0.1%,-13.5%,-5.8%,18.7%,72.6%[activator][12.7 µM],17.1%
CCC(=O)Nc1ccccc1-c1nc2ccccc2n(CC(=O)c2ccc(Cl)cc2)c1=O,i,-19.0%,u,81.5%[activator],-16.2%,3.8%,-17.6%,u,27.8%
Cc1ccccc1CN1CCC(Oc2ccc(C(=O)N3CCCC3)cc2)CC1,-8.6%,2.9%,1.4%,-0.9%,-6.0%,-10.2%,9.4%,17.6%,43.3%[activator]
CC(C)[C@H](NC(N)=O)C(=O)Nc1ccc(F)c(Cl)c1,i,-0.3%,1.8%,-4.3%,-4.0%,-1.4%,55.2%[activator],u,33.7%
CCC[C@@H]1Cc2ccccc2N1C(C)=O,4.6%,x,-2.6%,5.8%,-10.7%,-4.4%,-5.2%,7.7%[0.501 µM],53.3%[activator]
O=C(CSc1nnc(-c2ccccc2Cl)o1)Nc1ccc2c(c1)OCCO2,i,0.4%,-18.0%,1.4%,-17.9%,-0.9%,15.7%,u,25.7%
COc1cc(OC)c2ccc(=O)oc2c1C(CCN1CCOCC1)c1ccc2c(c1)OCO2 (stereo not given),-9.0%,6.3%[75.6 µM],x,0.9%,u,4.5%,5.8%,-1.3%[59 µM],25.0%
NC(=O)C1CCN(C(c2ccccc2Cl)c2nnnn2Cc2ccc3c(c2)OCO3)CC1 (stereo not given),3.8%,3.0%,-20.1%,-0.8%,-12.2%,-0.7%,25.3%,-32.9%,36.8%
Fc1ccc(NC(=S)N2CCN(c3ncccn3)CC2)cc1,i,-1.6%,-33.2%,0.8%,-14.5%,18.4%,7.5%,38.2%[12.7 µM],22.0%
COc1cc(F)ccc1S(=O)(=O)N1CCN(C23CC4CC(CC(C4)C2)C3)CC1,-1.9%,-1.8%,4.6%,0.2%,-8.1%,-7.0%,17.0%,19.8%[59 µM],20.1%
Cc1ccc(C)c2c(N)c3c(nc12)CCCCC3 (tested in a mixture with another compound),-8.3%,42.3%[activator],-3.6%,-5.2%,-3.7%,-3.2%,62.4%[activator],44.7µM*,31.1%
Cc1ccc(NC(=O)c2nc(S(=O)(=O)Cc3ccc(F)cc3)ncc2Cl)cc1C,-6.0%,3.8%,-8.0%,u,-5.0%,1.3%,u,7.3%[59 µM],91.7%[activator]
N#C/C(=C\c1ccc(-c2ccc([N+](=O)[O-])cc2)o1)C(=O)Nc1nc(-c2cccs2)cs1,-14.4%,-14.2%,-26.2%,u,-25.3%,0.1%,14.1µM*,3.5%[12.7 µM],18.5%
COc1ccc(N2CCN(C(=O)c3nn(C)c4c3CSc3ccccc3-4)CC2)cc1,-3.2%,-1.7%,-21.1%,-14.4%,-16.6%,3.7%,32.5%[activator],-28.8%[59 µM],25.7%
O=C(CCC(=O)Nc1ccc(F)cc1)N/N=C/c1ccncc1,-3.3%,-0.9%,x,0.9%,3.55µM*,-4.3%,1.8%,6.5%,3.6%
O=C(CCC1COc2ccccc2O1)NCC1COc2ccccc2O1 (stereo not given),-9.2%,-0.2%,1.3%,4.7%,-3.3%,-0.1%,3.0%,8.9%[59 µM],25.4%
O=c1onc(-c2ccccc2)n1-c1cc(Cl)cc(Cl)c1,4.6%,x,x,7.8%,9.8%,3.8%,8.9%,x,30.3%
O=[N+]([O-])c1cc(C(F)(F)F)cc([N+](=O)[O-])c1NCCNC(=S)Nc1ccc(Cl)c(Cl)c1,-4.7%,-18.0%,25.1µM*,2.1%,31.6µM*,-8.8%,51.7%[activator],x,-31.2%
CCOc1ccccc1C(=O)N(Cc1ccc(N(C)C)cc1)Cc1ccco1,x,-4.4%,35.5µM*,-11.3%,25.1µM*,4.4%,-11.9%,20µM*,u
COc1ccc(CNCc2c(C(=O)N(C)C)nc3ccc(Cl)cn23)c(OC)c1,-3.7%,6.0%,1.5%,-0.1%,-1.4%,-1.4%,13.8%,0.3%[0.501 µM],41.4%[activator]

Among those listed so far, these have an NH in an aromatic ring.
mol,PGK inhibitor,BLM inh,BAZ2B block,Pin1 inhibitor,JMJD2A Tudor inh,GLS inh,Pol iota inh,G9a block,HP1b chromo inh
COc1ccc(CCNc2ncnc3nc[nH]c23)cc1,x,x,x,-3.0%,-2.1%,x,0.2%,x,28.7%
Cc1ccc(NC(=S)Nc2cc(-c3ccccc3)[nH]n2)cc1Cl,-9.9%,-5.2%,-24.9%,-5.0%,-9.7%,8.6%,84.3%[activator],u,8.3%
Cc1ccnn1CC(=O)N/N=C/c1cn[nH]c1-c1ccccc1,-0.8%,-2.4%,-3.6%,11.4%,-9.0%,4.0%,-17.3%[58.9 µM],u,10.6%
